# Source: PubChem (The Scripps Research Institute Molecular Screening Center)
# pPAFAH FP inh = inhibitors of human plasma PAF acetylhydrolase (pPAFAH); inhibition, % at 3.39 µM; Q13093; AID 463082; recombinant pPAFAH, FP-rhodamine probe fluorescence polarization; actives 1.5% (n = 330,000);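 active = inhibition above the mean inhibition across the screen plus 3 SD, cut at about 25% in these data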;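 note: inhibitors block binding of the rhodamine activity-based probe so polarization drops; 0% = enzyme with DMSO and 100% = wells lacking pPAFAH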
# Target sequence (Q13093 whole entry, looked up): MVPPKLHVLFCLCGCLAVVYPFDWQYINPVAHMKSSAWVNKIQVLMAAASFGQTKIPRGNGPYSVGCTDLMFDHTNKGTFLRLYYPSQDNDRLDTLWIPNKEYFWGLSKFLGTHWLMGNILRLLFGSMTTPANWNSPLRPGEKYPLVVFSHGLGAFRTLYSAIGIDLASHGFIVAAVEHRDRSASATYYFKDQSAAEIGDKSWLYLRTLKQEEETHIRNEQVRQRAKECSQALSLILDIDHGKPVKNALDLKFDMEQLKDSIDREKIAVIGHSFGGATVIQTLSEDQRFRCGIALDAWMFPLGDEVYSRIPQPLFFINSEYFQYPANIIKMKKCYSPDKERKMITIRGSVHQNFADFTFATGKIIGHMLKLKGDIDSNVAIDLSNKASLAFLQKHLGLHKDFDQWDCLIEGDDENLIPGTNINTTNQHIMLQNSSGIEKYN
# PAFAH2 inh = inhibitors of human PAFAH2; Q99487; recombinant PAFAH2, FP-rhodamine activity probe, fluorescence polarization; inhibition, % at 3.39 µM; actives 0.99% (n = 340,000);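 active = inhibition above the mean over all tested compounds plus 3 SD, cut at about 30% in these data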;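 note: inhibitors block probe labeling of enzyme so polarization drops; 0% = enzyme with DMSO and 100% = wells lacking PAFAH2 protein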
# PREPL inhibitor = inhibitors of human prolyl oligopeptidase-like enzyme PREPL; Q4J6C6; recombinant PREPL, fluorescence polarization activity-based probe; inhibition, % at 5.96 µM; actives 0.68% (n = 320,000); AID 2751; in the data active = inhibition above about 43%;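 note: 0% = enzyme with DMSO and 100% = wells lacking enzyme; many of its hits are not listed in these tables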
# GSTO1 counter = blocks human GSTO1 in RBBP9 counter-screen. AID 1974. recombinant GSTO1, activity-based probe fluorescence polarization. actives 1.1% (n = 300,000). inhibition, % at 5.96 µM;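 active = inhibition above the campaign mean inhibition plus 3 SD, cut at about 35% in these data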;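 note: 0% = GSTO1-1 with DMSO and 100% = wells lacking GSTO1-1 enzyme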
# PAFAH1B2 inh = PAFAH1B2 (human) inhibition | P68402 | recombinant PAFAH1B2, FP-rhodamine activity probe, fluorescence polarization | inhibition, % at 3.39 µM | actives 1.2% (n = 340,000) | AID 492953;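 active = inhibition above the mean of all tested compounds plus 3 SD, cut at about 24% in these data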;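 note: 0% = enzyme with DMSO and 100% = wells lacking PAFAH1B2; many of its hits are not listed in these tables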
# LYPLA2 counter = LYPLA2 (human) inhibition in PME1 counter-screen. O95372. recombinant LYPLA2, FP-Rh probe fluorescence polarization. inhibition, % at 5.9 µM. actives 0.38% (n = 320,000);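 active = inhibition above the screen-wide mean plus 3 SD, limit set per campaign, cut at about 26% in these data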;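 note: 0% = LYPLA2 with DMSO and 100% = wells lacking LYPLA2 enzyme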
# Target sequence (O95372 whole entry, looked up): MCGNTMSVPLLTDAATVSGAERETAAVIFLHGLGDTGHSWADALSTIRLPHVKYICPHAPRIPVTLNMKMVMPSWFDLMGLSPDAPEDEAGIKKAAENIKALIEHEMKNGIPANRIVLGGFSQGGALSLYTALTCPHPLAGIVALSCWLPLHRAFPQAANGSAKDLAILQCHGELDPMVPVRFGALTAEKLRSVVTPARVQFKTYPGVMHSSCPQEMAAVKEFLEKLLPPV
# PAD4 FP inh = blocks human protein arginine deiminase 4 | AID 485272 | actives 0.41% (n = 330,000) | inhibition, % at 6.36 µM | Q9UM07 | recombinant PAD4, RCA probe fluorescence polarization;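 active = percent inhibition above a cutoff equal to the mean of all tested compounds plus 3 SD, cut at about 15% in these data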;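 note: 0% = PAD4 with RCA probe and DMSO and 100% = probe without PAD4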
# PAFAH1B3 FP inh = inhibitors of human PAFAH1B3. Q15102. recombinant PAFAH1B3, FP-rhodamine probe, fluorescence polarization. inhibition, % at 3.39 µM. actives 0.28% (n = 340,000);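 active = inhibition above the screen-wide average of all tested compounds plus 3 SD, cut at about 25% in these data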;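 note: 0% = enzyme with DMSO only and 100% = wells lacking PAFAH1B3 protein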
# LYPLA1 inh = counter-screen for PME1 inhibitors: inhibitors of human LYPLA1 | AID 2174 | actives 0.16% (n = 320,000) | recombinant LYPLA1, FP-Rh probe fluorescence polarization | inhibition, % at 5.9 µM;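 active = inhibition above the mean of all tested compounds plus 3 SD, set per campaign, cut at about 14% in these data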;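 note: inhibitors block serine hydrolase probe labeling of LYPLA1 so polarization falls; 0% = enzyme with DMSO and 100% = wells lacking LYPLA1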
# Target sequence (O75608 whole entry, looked up): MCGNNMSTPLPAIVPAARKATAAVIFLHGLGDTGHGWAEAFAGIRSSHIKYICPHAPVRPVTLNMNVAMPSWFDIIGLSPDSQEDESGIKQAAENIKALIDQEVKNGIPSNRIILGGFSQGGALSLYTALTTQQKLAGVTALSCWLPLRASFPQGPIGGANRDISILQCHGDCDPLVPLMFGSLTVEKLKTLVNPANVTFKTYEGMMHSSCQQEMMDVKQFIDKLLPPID
# * marks the source's active call; other numbers are inactive results; nt = no result given. An excerpt, so the mix of outcomes need not match the whole.
SMILES,pPAFAH FP inh,PAFAH2 inh,PREPL inhibitor,GSTO1 counter,PAFAH1B2 inh,LYPLA2 counter,PAD4 FP inh,PAFAH1B3 FP inh,LYPLA1 inh
CCSc1nnc(NC(=O)c2c(-c3ccccc3Cl)noc2C)s1,-5,19,4,-7,10,5,8,-10,3
Cc1ccc(C(=O)N2CCN(C(=O)CN3CCCC3)C2)cc1,1,3,17,-1,-1,2,-7,4,2
Oc1cccc(Nc2nc(O)c(/C=C3\C=Nc4ccccc43)s2)c1,28*,-21,53*,-109,15,-21,-22,-249,-19
CCN(CC)c1ccc(NC(=O)COc2ccc(C)cc2)cc1,-1,4,26,8,7,0,-3,0,-1
Cc1cc(C(=O)CN2C(=O)NC(C)(c3ccccc3)C2=O)c(C)n1CC1CCCO1 (centres undefined),8,-5,-8,2,5,1,-1,4,0
COc1ccc(C(=O)n2nnc3ccccc32)cc1OC,0,2,10,5,3,-4,-5,3,-3
Cc1ccc(NC(=O)CN2CCCN(S(=O)(=O)c3ccc(Br)s3)CC2)cc1,7,8,-36,8,3,8,-1,-1,-3
CNC(=O)COC(=O)c1ccc(-c2nc3ccccc3s2)s1,8,3,-11,0,4,-5,-1,-4,1
CCCCN(CC)CCNc1c(NC2CCN(C(=O)OCC)CC2)c(=O)c1=O,-7,3,-5,2,-1,2,-2,7,0
COC(=O)c1cccc(NC(=O)CCc2cc(OC)c(OC)c(OC)c2)c1,5,10,8,1,1,0,-7,4,-1
CC(NC(=O)/C(C#N)=C/c1cn[nH]c1-c1ccccc1)c1ccccc1 (centres undefined),-5,5,0,-7,9,1,-3,5,-1
COc1ccc(NC(=S)N(CCCN2CCOCC2)Cc2ccccn2)cc1,9,-1,-12,3,1,11,-1,2,3
Cc1ccc(NC(=O)CSc2nnc(CCNC(=O)OC(C)(C)C)o2)c(C)c1,7,-2,13,5,3,6,4,5,6
Cc1cccc(N2CCN(C(=O)CN3CCOc4ccccc43)CC2C)c1 (centres undefined),-1,-5,18,8,4,0,0,-5,3
O=c1c(C(c2ccc(Br)cc2)c2c(O)nc3n(c2=O)CCS3)c(O)nc2n1CCS2,6,6,4,-1,5,-1,-2,4,-2
COc1ccc(C(=O)OCC(=O)NC(=O)NC2CCCC2)cc1[N+](=O)[O-],10,10,17,nt,6,nt,-1,15,nt
Cc1cc(NC(=O)c2noc3c2CCc2ccccc2-3)no1,-3,7,13,5,0,2,3,8,2
COc1ccc(C(=O)N/C(=C\c2ccccc2)C(=O)Nc2cccc(C(=O)O)c2)cc1,3,-4,-10,4,2,4,-2,6,0
CCOc1ccccc1NC(=O)c1ccccc1N(C)S(C)(=O)=O,0,4,-5,1,-1,-5,1,2,2
Cc1ccccc1C(=O)NNC(=O)c1ccc(Br)cc1,-2,4,-8,11,4,-5,2,-2,-1

# Records listed above that bear a hit mark in pPAFAH FP inh:
molecule,pPAFAH FP inh,PAFAH2 inh,PREPL inhibitor,PAFAH1B2 inh,PAD4 FP inh,PAFAH1B3 FP inh
Oc1cccc(Nc2nc(O)c(/C=C3\C=Nc4ccccc43)s2)c1,28*,-21,53*,15,-22,-249

# 3 entries already listed, ordered by their value in PAFAH2 inh, ascending:
Compound	PAFAH2 inh
Cc1cc(C(=O)CN2C(=O)NC(C)(c3ccccc3)C2=O)c(C)n1CC1CCCO1 (centres undefined)	-5
CNC(=O)COC(=O)c1ccc(-c2nc3ccccc3s2)s1	3
CCSc1nnc(NC(=O)c2c(-c3ccccc3Cl)noc2C)s1	19

# Later entries
SMILES,pPAFAH FP inh,PAFAH2 inh,PREPL inhibitor,GSTO1 counter,PAFAH1B2 inh,LYPLA2 counter,PAD4 FP inh,PAFAH1B3 FP inh,LYPLA1 inh
COC(=O)c1ccsc1NC(=O)c1ccc2c(c1)OCCO2,-2,-3,-6,-5,6,-2,2,-3,-2
COc1ccccc1C(=O)NC(=O)COc1ccc(Cl)cc1Cl,7,9,2,1,0,10,1,-2,1
Cn1c(=O)c2c(nc(Sc3ncccn3)n2Cc2ccc(Cl)cc2)n(C)c1=O,3,2,-10,1,3,-5,2,14,0
COC(=O)c1ccccc1NC(=O)Cn1nc(C(F)(F)F)c2c1CCC2,0,6,-7,3,7,5,5,4,4
CCC(=O)N1CCc2cc(S(=O)(=O)NCCC(=O)N3CCN(c4cccc(OC)c4)CC3)ccc21,3,6,19,0,0,0,0,3,6
CCOCC(=O)Nc1cccc(-c2nc3cccnc3s2)c1C,0,4,4,-1,2,6,2,-3,-1
c1ccc(-c2nc[nH]c2-c2ccccc2)cc1,7,-9,13,2,-6,7,5,-3,2
COCCCNC(CC(=O)Nc1cc(C)cc(C)c1)C(=O)O (centres undefined),0,-6,-2,1,-2,8,4,5,4
CCCc1cc(C(=O)NCC(C)C)no1,-5,0,5,3,4,0,2,4,-2
CCN(CC(=O)Nc1c(F)cccc1F)C(=O)CSc1nc2ccccc2o1,3,-4,-6,14,5,2,6,10,2
COc1ccc(CCNC(=O)Cc2c(Cl)cccc2Cl)cc1,1,1,8,10,9,4,2,15,6
Cc1ccc(C(c2nnnn2Cc2ccccc2)N2CCN(Cc3ccccc3)CC2)cc1 (centres undefined),-2,0,-11,-1,31*,4,-2,1,0
COc1cccc(C(=O)NC2CCNCC2)c1,5,1,5,11,-4,4,0,-2,4
CN(C(=O)c1sc2nc(N3CCOCC3)c3c(c2c1N)CCCC3)c1ccccc1,7,10,14,-1,0,4,-1,6,-1
CC(=O)c1cccc(NC(=O)C(NC(C)C)c2ccccc2)c1 (centres undefined),1,-1,0,-4,6,9,5,11,0
CCC(C)N(C(=O)CSc1ncnc2sccc12)C1CCS(=O)(=O)C1 (centres undefined),3,6,3,nt,-2,1,2,1,-3
CCNS(=O)(=O)c1ccc(CCC(=O)Nc2ccc(C(=O)OC)cc2)cc1,4,8,-5,-2,0,-3,7,6,0
COC(=O)c1cc2ccsc2n1CC(=O)Nc1cc(Cl)ccc1OC,2,1,5,-5,1,-4,1,2,-8
O=C(CCn1nnc2ccccc21)N/N=C\Cc1ccccc1,4,-1,7,1,2,6,2,3,-1
CCc1cccc(C)c1NS(=O)(=O)c1c(C)nc2sccn2c1=O,2,-6,-3,3,3,-3,5,-4,-3

# An excerpt from above, reduced to PREPL inhibitor, LYPLA1 inh and PAFAH1B2 inh.
molecule	PREPL inhibitor	LYPLA1 inh	PAFAH1B2 inh
CCN(CC(=O)Nc1c(F)cccc1F)C(=O)CSc1nc2ccccc2o1	-6	2	5
COc1ccc(CCNC(=O)Cc2c(Cl)cccc2Cl)cc1	8	6	9

# Going on with the list:
SMILES,pPAFAH FP inh,PAFAH2 inh,PREPL inhibitor,GSTO1 counter,PAFAH1B2 inh,LYPLA2 counter,PAD4 FP inh,PAFAH1B3 FP inh,LYPLA1 inh
Cc1ccc(N=Nc2c(N)n(-c3ccccc3)[nH]c2=O)cc1,9,-7,23,9,3,3,2,4,-1
O=C(Nc1ccccc1N1CCN(c2ccc(F)cc2)CC1)C12CC3CC(CC(C3)C1)C2,-1,0,12,2,0,3,-2,5,1
Cc1ccc(C)c(Cn2nnc3c(=O)[nH]c(C(=O)NCC4CCCO4)nc32)c1 (centres undefined),0,2,-6,-5,67*,-3,0,2,-3
O=C(Cn1cc2c(n1)CCCCC2)NC1CCN(Cc2ccccc2)CC1,6,-5,2,2,3,-2,1,3,-2
CCCN(CCC)CCNC(=O)C1CCN(S(=O)(=O)c2cccc3nsnc23)CC1,3,0,-5,-2,2,-4,5,3,-3
CCOc1ccc(C(C)(C)C)cc1S(=O)(=O)N1CCOCC1,1,-5,-4,-1,7,4,2,2,2
O=C(c1ccccc1[N+](=O)[O-])N1CC2C3C=CC(C3)C2C1 (centres undefined),-2,-7,-2,2,2,-1,-7,-5,-1
Cc1cc(SCC(=O)Nc2ccccc2C)nc(C)n1,-1,1,-9,4,-1,2,3,3,0
O=C(C1CC1)n1cc(C(=S)N2CCOCC2)c2ccccc21,4,-10,-1,-9,1,4,-2,5,-2
COc1cccc(CN(C)CC(=O)NCc2ccc(F)cc2)c1OC,2,-5,-5,7,9,-6,6,6,1
O=C(O)C1CSC2(c3ccc(F)cc3)CCC(=O)N12 (centres undefined),6,9,-4,6,1,-5,-4,4,-2
CCOC(=O)c1ccccc1NC(=O)COC(=O)CCC(=O)c1ccccc1,20,-1,-1,-8,-2,6,4,9,0
CCOc1ccc(NC(=O)CCC(=O)NNS(=O)(=O)c2ccccc2[N+](=O)[O-])cc1,0,-5,-3,-3,6,-9,2,3,-2
COc1cccc(CN(C)Cc2nc(Cc3ccccc3Cl)no2)c1,6,-6,1,-1,2,-8,1,2,-2
CCC(=O)Nc1cccc(NC(=O)c2ccc3c(c2)OCCO3)c1,3,9,0,1,7,-3,1,2,-4
Cc1cc(C2(c3ccc(O)c(C)c3)C(=O)N(C)c3ccc(Br)cc32)ccc1O,1,1,12,4,-3,-1,-2,1,-3
CCOCCCNC(=O)c1ccc(Cn2c(=O)[nH]c3ccsc3c2=O)cc1,4,-5,-2,9,1,4,-3,6,-1
Cc1cccc(NC(=O)c2ccc(S(=O)(=O)N(C)C)cc2)c1,-1,4,0,2,2,1,0,1,1
CC(NC(=O)CCN1C(=O)c2ccccc2C1=O)c1ccc2c(c1)CCCC2 (centres undefined),5,-4,-5,-6,2,7,2,6,1
Cc1nn2c3ccccc3n(C)c2nc1=O,-2,-5,9,-2,5,1,1,9,-4
COc1ccc(OCCCn2c(=O)oc3ccccc32)cc1,4,-1,-9,9,0,8,-1,4,0
CCOC(=O)Cc1nnc(NC(=O)c2ccco2)s1,4,2,5,-8,0,5,-6,-1,3
COc1ccccc1/C=N/NC(=O)Cn1cnc([N+](=O)[O-])n1,4,6,5,1,-2,3,-4,2,0
O=C(NC1CCCC1)C(c1cccnc1)N(C(=O)c1csnn1)C1CCCC1 (centres undefined),1,3,11,5,-1,9,1,1,3
NC(=O)NC(=O)COC(=O)[C@H](Cc1ccccc1)NC(=O)c1cccs1,3,-5,-5,-1,3,-3,1,3,-6
COc1ccccc1NC(=O)N(CCN(C)C)Cc1cc2cc(C)ccc2[nH]c1=O,3,4,2,7,2,-1,-1,-5,-3
O=C(Cn1c(=O)oc2cc(S(=O)(=O)N3CCCC3)ccc21)N1CCN(c2ccccc2)CC1,2,-4,13,-2,3,2,-7,-1,1
C=CCC[C@H](Cc1ccc(F)cc1)C(=O)OC[C@@H](Cc1c[nH]c2ccccc12)NC(=O)[C@@H](CC=C)CC(=O)N(CCO)Cc1ccccc1,22,2,19,nt,-1,nt,7,-2,nt
CCOC(=O)c1sc(N)c(C(=O)Nc2ccccc2OC)c1C,6,5,18,8,6,3,2,10,0
COc1cc(OC)cc(-c2c(-c3cccs3)c3cc(-c4ccc(CN5CCOCC5)cc4)ccc3n2C)c1,19,-7,8,nt,-4,nt,-4,10,nt
COc1ccccc1N1CCN(C(c2cccs2)C(C)NC(=O)c2cccs2)CC1 (centres undefined),-1,-4,0,3,-1,6,4,2,-1
